Cneo AK release – Cryptococcus neoformans cell lysis inducers, primary screen, AK release luminescence, single concentration | C. neoformans lysis, adenylate kinase release luminescence, 4 h; normalised: neutral wells 0, clomiphene wells 100 | lysis activity, % at 15 µM | hit rate 0.2% among 360,000 | AID 651654, 2012;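 active means mean lysis activity across replicates of at least 80%, whatever share of replicates individually reach that level; inactive means mean lysis activity below 80%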
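Material – Cryptococcus neoformans yeast cells · Quantity – 5 × 10^6 yeast cells/mL · Buffer or medium – YPD medium · Compound – single dose · Timing – 4 h static compound exposure, 37 °C, read 1 h post-reagent · Signal – adenylate kinase release luminescence · Read-out basis – lysis from increased AK signal · Benchmarks – Clomiphene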
esBAF inh – Bmi1 luciferase reporter increase in mESCs, primary screen, esBAF inhibitor project, mouse ES cells, Bmi1 luciferase knock-in, single point. 24 h; 100% = twice the neutral-well signal. reporter increase, % at 12.5 µM. hit rate 2% among 350,000. AID 602393, 2012; in the data active means activation above about 40%; inconclusive means no clear call, values can overlap the other calls;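 further: 0% = median of the plate's neutral control wells and 100% = double that signal; a rise in the Bmi1 reporter signal indicates esBAF inhibition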
SIRT5 block – SIRT5 desuccinylase inhibitors, primary screen, biochemical, fluorescence imaging, single point, set 5. NAD-dependent protein deacylase sirtuin-5, mitochondrial (Homo sapiens), Q9NXA8. Purified SirT5, succinyl-peptide AMC, trypsin-coupled fluorescence. inhibition, % at 15 µM. hit rate 1.1% among 330,000. AID 652115, 2013; in the data active means inhibition above about 15%; inconclusive means no clear call, values can overlap the other calls
Target sequence (Q9NXA8 whole entry, looked up): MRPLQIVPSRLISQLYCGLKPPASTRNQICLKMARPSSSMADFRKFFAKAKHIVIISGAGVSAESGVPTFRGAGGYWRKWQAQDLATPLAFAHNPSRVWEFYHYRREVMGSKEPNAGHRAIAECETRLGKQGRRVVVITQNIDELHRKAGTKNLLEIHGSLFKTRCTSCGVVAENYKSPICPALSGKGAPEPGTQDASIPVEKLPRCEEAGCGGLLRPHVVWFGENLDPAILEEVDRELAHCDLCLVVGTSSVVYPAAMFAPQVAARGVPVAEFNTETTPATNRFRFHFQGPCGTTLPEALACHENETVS
ERp5 inh – inhibitors of ERp5-driven insulin aggregation, primary screen, biochemical, turbidity, absorbance 650 nm, single point | 90 min | inhibition, % at 9.99 µM | Protein disulfide-isomerase A6 (Homo sapiens), Q15084 | hit rate 0.05% among 350,000;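 active means mean replicate inhibition above about 25%, with every replicate also reaching it, limit read from the data, passing the limit was not always enough; inconclusive means only one of those two criteria met; inactive means neither criterion met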
Target sequence (Q15084 whole entry, looked up): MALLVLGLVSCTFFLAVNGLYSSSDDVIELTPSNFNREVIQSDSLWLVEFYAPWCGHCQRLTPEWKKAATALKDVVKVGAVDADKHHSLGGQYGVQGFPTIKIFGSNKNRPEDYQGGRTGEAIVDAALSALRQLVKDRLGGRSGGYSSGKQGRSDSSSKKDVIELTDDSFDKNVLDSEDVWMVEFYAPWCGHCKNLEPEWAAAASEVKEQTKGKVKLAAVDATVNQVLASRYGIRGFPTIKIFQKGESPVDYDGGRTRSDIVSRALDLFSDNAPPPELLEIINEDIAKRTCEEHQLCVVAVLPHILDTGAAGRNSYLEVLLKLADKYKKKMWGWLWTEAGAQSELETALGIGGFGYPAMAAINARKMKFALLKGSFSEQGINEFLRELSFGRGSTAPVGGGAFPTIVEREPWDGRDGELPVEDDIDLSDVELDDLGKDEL
miR-122 sensor – miR-122 Renilla sensor signal increase in Huh7, primary screen, miR-122 inhibitor project, cell-based, single point, plate reader; Huh7 miR-122 Renilla luciferase sensor, 48 h; neutral wells = 0, positive control = 100; activation (reporter increase), % at 12.5 µM; hit rate 0.3% among 340,000; AID 602342, 2012;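 active means mean replicate activation score at least 90 and every replicate individually at or above 90; inconclusive means only one of the two criteria met; inactive means neither criterion met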;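 further: higher luciferase means less miR-122 activity so hits act as miR-122 inhibitors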
ARNT-TACC3 inh – disruptors of ARNT/TACC3 protein interaction, primary screen, biochemical, AlphaScreen, single concentration; Transforming acidic coiled-coil-containing protein 3 (Homo sapiens), Q9Y6A5; AlphaScreen His-ARNT PAS-B/GST-TACC3 binding, luminescence; TACC3 fragment carries E629A point mutation; inhibition, % at 9.99 µM; hit rate 0.66% among 390,000; AID 623870, 2012;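 active means mean inhibition of replicates at least 50% and at least half of replicates each reaching 50%; inconclusive means half or more replicates reach 50% but mean below 50%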;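 further: 0% = complete ARNT plus TACC3 wells and 100% = ARNT alone without TACC3; many hits fall short of the cut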
C2C12 statin – suppressors of statin myotoxicity in C2C12 myotubes, primary screen, cell-based, single point, plate reader; C2C12 myotubes + simvastatin, ATP luminescence, 48 h; scaled: DMSO 0, geranylgeraniol control 100; rescue of ATP level, % at 7.49 µM; hit rate 0.78% among 330,000;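 active means mean ATP rescue above about 67%, or every replicate alone reaching that limit, limit read from the data, passing the limit was not always enough; inconclusive means no clear call, values can overlap the other calls; inactive means mean under the limit and some replicate under it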;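 further: myotubes were challenged with 10 µM simvastatin during compound exposure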
Starred values were filed as active, the others as inactive; ? = inconclusive; / = no result given; [ ] = dose if it differs, or a comment.

#	mol	Cneo AK release	esBAF inh	SIRT5 block	ERp5 inh
1	NS(=O)(=O)c1ccc(Cl)c(C(=O)Nc2ccccc2[N+](=O)[O-])c1	/	/	18*	5
2	C[C@H](CO)N1C[C@H](C)[C@H](CN(C)C(=O)Nc2ccc3c(c2)OCO3)OCCCC[C@H](C)Oc2ccc(N(C)C)cc2C1=O	/	3	/	/
3	Cc1ccc(Cn2ncc3c(NCCCN4CCOCC4)ncnc32)cc1	0	-1	/	/
4	Cc1cccc(-n2c(C)cc(C)c(C#N)c2=O)c1	/	/	-1	0
5	O=S1(=O)CCN2C(Cc3ccc(SC(F)F)cc3)=CSC2=N1	/	0	/	/
6	N#Cc1cccc(Nc2c3c(nc4ccccc24)CCC3)c1	3	6	0	4
7	Cc1ccc(-n2nnnc2SCC(=O)Nc2ccc(N3CCN(C)CC3)cc2)c(C)c1	12	-5	-2	-2
8	O=C(NC(=S)Nc1cccnc1Cl)c1ccc(Cl)cc1	-1	?	-3	3
9	O=C(CSc1ncn[nH]1)Nc1ccc(S(=O)(=O)N2CCCC2)cc1	4	-12	/	/
10	O=C(OCc1cc2ccccc2[nH]c1=O)c1ccccn1	-2	-7	/	/
11	Cc1[nH]c2ccccc2c1/C=C/C(=O)c1ccccc1	17	/	/	/
12	CCCC1NC(=O)c2cccnc2-n2c1nc1ccc(Br)cc1c2=O (stereo unspecified)	0	-5	-2	-4

#	miR-122 sensor	ARNT-TACC3 inh	C2C12 statin
1	/	15	/
2	1[16.7 µM]	/	14
3	/	-1	-5
4	/	-6	/
5	2	0	?
6	20	-2	-23
7	-2	-2	2
8	0	-2	-4
9	0	4	-14
10	-3	1	25
11	13	4	/
12	0	/	0

Carrying on:
#	mol	Cneo AK release	esBAF inh	SIRT5 block	ERp5 inh
13	Cc1nc2cccc(C(=O)Oc3ccc([N+](=O)[O-])cc3)c2o1	/	/	3	0
14	CCCCCCn1c(SCC(=O)NC2CCS(=O)(=O)C2)nc2ccccc2c1=O (stereo unspecified)	-1	-2	/	-10
15	CSc1ccccc1NC(=O)c1ccoc1C	1	6	/	/
16	O=C(Nc1ccc2c(c1)[C@@H]1C[C@H](CC(=O)N3CCOCC3)O[C@@H](CO)[C@@H]1O2)NC1CCCC1	-4	-1	-1	2
17	CC(C)=CC(=O)Nc1nnc(-c2ccc(F)cc2)s1	0	37	/	4
18	O=C(/C=C/c1c(F)cccc1Cl)Nc1ccc(S(=O)(=O)Nc2ncccn2)cc1	1	/	-1	7
19	O=C(C[C@H]1CC[C@H]2[C@@H](COC[C@H](O)CN2Cc2ccc3c(c2)OCO3)O1)Nc1ccc(-c2ccccc2)cc1	-2	0	/	/
20	CC(C)N(CC#CCC(O)(c1ccccc1)c1ccccc1)CCO	/	/	4	20
21	N#Cc1cnn2c(=O)[nH]cnc12	-2	2	-1	9
22	COc1cccc(-c2ccc3c(c2)O[C@H](CN(C)C(=O)C2CCOCC2)[C@@H](C)CN([C@H](C)CO)S3(=O)=O)c1	-5	-3	-4	3
23	O=C(C[C@@H]1C[C@@H]2c3cc(NS(=O)(=O)c4ccc(F)cc4)ccc3O[C@@H]2[C@@H](CO)O1)NCc1cccnc1	-7	7	1	-1
24	CC1(c2ccc3ccccc3c2)NC(=O)N(CC(N)=O)C1=O (stereo unspecified)	0	5	-1	-2

#	miR-122 sensor	ARNT-TACC3 inh	C2C12 statin
13	/	6	/
14	2	/	-2
15	3	31	0
16	-5[16.7 µM]	-7	0
17	-7	-2	6
18	/	-8	/
19	-16[16.7 µM]	11	-14
20	-1	-5	/
21	2	/	-11
22	21[16.7 µM]	1	15
23	9[16.7 µM]	-4	1
24	0	-6	4

Continuation:
#	mol	Cneo AK release	esBAF inh	SIRT5 block	ERp5 inh
25	Cc1cc(C)c(S(=O)(=O)NCC(c2ccc3c(c2)OCO3)N2CCOCC2)c(C)c1 (stereo unspecified)	3	6	-2	3
26	COc1ccc(S(=O)(=O)NC(C)C(=O)N2CCCCCC2)cc1 (stereo unspecified)	0	-13	-3	3
27	Cc1nc(N2CCOCC2)c2c(C)c(C(=O)Nc3ccc(F)cc3Cl)sc2n1	1	3	-2	-3
28	CC(C)C[C@H](NC(=O)[C@@H](Cc1ccccc1)n1c(=O)[nH]c2ccccc2c1=O)C(=O)N[C@@H](Cc1ccccc1)C(=O)O	1	-5	/	5
29	CC(C)CCNC(=O)c1nnc(Cc2ccc(Cl)cc2)o1	0	9	-2	3
30	COc1ccc(NC(=O)Nc2cccc3c2O[C@@H](CN(C)S(=O)(=O)c2cccs2)[C@H](C)CN([C@H](C)CO)C3=O)cc1	56	-1	2	21
31	COc1ccc(NC(=O)CCc2ccccc2)cc1S(=O)(=O)N1CCOCC1	-3	2	-3	-5
32	O=C(Nc1sccc1C(=O)N1CCOCC1)c1cccnc1	5	-4	1	-7
33	COc1ccc(S(=O)(=O)Nc2ccc3c(c2)C(=O)N([C@@H](C)CO)C[C@H](C)[C@@H](CN(C)S(=O)(=O)c2ccc(C)cc2)OCCCC[C@@H](C)O3)cc1	52	6	5	1
34	COc1ccc(-n2nnnc2/C=C/Nc2cc(C(F)(F)F)ccc2OC)cc1	1	-4	-1	6
35	C/C=C/C=C\C(=O)Nc1cccc(C2=NOC3(C2)C[C@@H](C(N)=O)N(C(=O)c2cc([N+](=O)[O-])cc([N+](=O)[O-])c2C)C3)c1 (stereo partly specified)	-3	7	/	3
36	O=C1COc2cccnc2N1	0	-10	/	/

#	miR-122 sensor	ARNT-TACC3 inh	C2C12 statin
25	/	7	7
26	-1	-6	-1
27	-13	-2	-16
28	-3	-6	2
29	0	-3	-4
30	-5[16.7 µM]	3	/
31	8	-2	-16
32	-2	3	/
33	56[16.7 µM]	18	/
34	-1	-2	15
35	-1	1	16
36	-3	-3	/

The list goes on:
#	mol	Cneo AK release	esBAF inh	SIRT5 block	ERp5 inh
37	O=C(CCC(=O)N1CCN(c2ccc(F)cc2)CC1)c1ccccc1	-1	24	-2	-2
38	CC(=O)Nc1nc(NCc2ccccc2Cl)n(-c2ccccc2)n1	5	-6	-3	1
39	CC(C)C(=O)Nc1nnc(SCC(=O)NCC2CCCO2)s1 (stereo unspecified)	/	/	-4	1
40	O=C(c1ccco1)N1N=C(c2cccs2)CC1c1cc([N+](=O)[O-])ccc1O (stereo unspecified)	-4	/	6	-5
41	CCc1sc(C(=O)Nc2nc(-c3ccccn3)cs2)cc1C	0	/	/	/
42	COc1ccc(C(=O)NC(=O)Nc2cc(C)ccn2)cc1	-3	-77	1	0
43	Clc1ccccc1Cn1nnc(-c2ccccc2)n1	/	/	1	0
44	COc1ccc(OCc2cc(=O)c3ccc4c(c3o2)C=CC(C)(C)O4)cc1OC	8	1	/	-4
45	Cc1ccccc1N1CCN(C2CCCN(C(=O)c3cn4c(C)cccc4n3)C2)CC1 (stereo unspecified)	-3	-2	-2	-1
46	COc1cc(NC(=O)c2cc(-c3cccnc3)nc3ccc(Br)cc23)cc(OC)c1	-1	5	0	2
47	O=C(NC1=NCCS1)c1ccc([N+](=O)[O-])cc1Cl	/	/	2	10
48	COc1ccc(NC(=O)c2ccc(NCC3CCCO3)c([N+](=O)[O-])c2)cc1 (stereo unspecified)	/	/	-5	-6

#	miR-122 sensor	ARNT-TACC3 inh	C2C12 statin
37	-1	5	15
38	/	-4	10
39	/	-6	/
40	/	3	/
41	-3	63*	-17
42	-9	-3	-85
43	/	-6	/
44	-14	2	-8
45	-5	0	-1
46	1	-17	-6
47	/	6	/
48	2	23	/

Given with two lines to a compound: part of the list above.
Each structure is followed by: Cneo AK release | esBAF inh | SIRT5 block | ERp5 inh | miR-122 sensor | ARNT-TACC3 inh | C2C12 statin
41) CCc1sc(C(=O)Nc2nc(-c3ccccn3)cs2)cc1C
 : 0 | / | / | / | -3 | 63* | -17
42) COc1ccc(C(=O)NC(=O)Nc2cc(C)ccn2)cc1
 : -3 | -77 | 1 | 0 | -9 | -3 | -85

Going on with the list:
#	mol	Cneo AK release	esBAF inh	SIRT5 block	ERp5 inh
49	COC(=O)C1=C(C(=O)OC)[C@@H]2N(C)c3ccccc3[C@@]23C[C@@H](C(=O)OC)N(C(=O)COCc2ccccc2)C3=N1	-5	-2	/	/
50	COc1ccc(-c2noc(CCC(=O)NCc3cccnc3)n2)cc1OC	0	2	/	/
51	CCn1c(SCC(=O)Nc2ccc(OC)cc2)nnc1-c1ccco1	1	-4	/	/
52	Cn1c(Cc2ccccc2)nc(=O)c2ccccc21	-1	5	0	10
53	CC1CCCCC1NCC#CCOc1ccc(Cl)cc1 (stereo unspecified)	0	-13	-5	-1
54	COc1cccc(C(=O)N2CCN(C(=O)C3CC3)CC2)c1	-1	-3	-2	0
55	COc1ccc(/C=C2/S/C(=N/N=C3\CC4CCC3(C)C4(C)C)NC2=O)cc1 (stereo unspecified)	1	-6	/	/
56	C[C@@H]1CN([C@H](C)CO)C(=O)c2cc(NC(=O)Cc3ccccc3)ccc2O[C@@H](C)CCCCO[C@@H]1CN(C)C	-3	5	1	-5
57	CO[C@@H]1CN(C)C(=O)c2ccc(NS(C)(=O)=O)cc2OC[C@@H](C)N(Cc2ccccn2)C[C@H]1C	-1	-1	/	/
58	Cc1noc(C)c1S(=O)(=O)Nc1ccc2c(c1)C(=O)N([C@H](C)CO)C[C@H](C)[C@@H](CN(C)Cc1ccncc1)O2	4	1	0	-1
59	CNC(=O)c1[nH]cnc1C(=O)N[C@@H](Cc1ccccc1)C(=O)OC(C)(C)C	-17	-1	2	-7
60	COC(=O)C(C(=O)Nc1cc(C)on1)C1CCCCCC1 (stereo unspecified)	0	-8	/	/
61	Cc1cccc(C(=O)N2CCCC(N3CCN(c4ccccc4F)CC3)C2)n1 (stereo unspecified)	0	0	0	-1
62	COC(=O)[C@@H]1C[C@H]2CC[C@H](O)C[C@H]2N1Cc1ccc(N2CCN(C)CC2)cc1	-2	-8	/	-2
63	COc1ccc(CN2CCC(n3nccc3NC(=O)C3CC3)CC2)c(Cl)c1OC	0	/	-4	3

#	miR-122 sensor	ARNT-TACC3 inh	C2C12 statin
49	/	3	-1
50	2	-7	-2
51	-7	1	1
52	9	/	9
53	-5	-3	15
54	1	-2	-11
55	-4	6	/
56	3[16.7 µM]	-2	21
57	-12[16.7 µM]	2	-2
58	-1[16.7 µM]	-5	/
59	/	11	2
60	5	-5	-1
61	0	-1	9
62	-4	6	11
63	-1	2	/

Seven compounds already listed, sorted by their value in esBAF inh, smallest number first.
No. | structure | esBAF inh
62 | COC(=O)[C@@H]1C[C@H]2CC[C@H](O)C[C@H]2N1Cc1ccc(N2CCN(C)CC2)cc1 | -8
55 | COc1ccc(/C=C2/S/C(=N/N=C3\CC4CCC3(C)C4(C)C)NC2=O)cc1 (stereo unspecified) | -6
51 | CCn1c(SCC(=O)Nc2ccc(OC)cc2)nnc1-c1ccco1 | -4
57 | CO[C@@H]1CN(C)C(=O)c2ccc(NS(C)(=O)=O)cc2OC[C@@H](C)N(Cc2ccccn2)C[C@H]1C | -1
61 | Cc1cccc(C(=O)N2CCCC(N3CCN(c4ccccc4F)CC3)C2)n1 (stereo unspecified) | 0
58 | Cc1noc(C)c1S(=O)(=O)Nc1ccc2c(c1)C(=O)N([C@H](C)CO)C[C@H](C)[C@@H](CN(C)Cc1ccncc1)O2 | 1
52 | Cn1c(Cc2ccccc2)nc(=O)c2ccccc21 | 5

Assay outcomes: PubChem BioAssay, Broad Institute
